# ADAM10 inh: human ADAM10 inhibitors, primary screen, biochemical, QFRET, HTS | Disintegrin and metalloproteinase domain-containing protein 10 (Homo sapiens), O14672 | recombinant ADAM10, EDANS/DABCYL FRET peptide cleavage, 3 h | inhibition, % at 7 µM | 370,000 compounds, 0.62% hits;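 active = inhibition above a per-campaign cutoff equal to the mean of compounds falling between control-based bounds plus 3 SD, cut at about 20% in these data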;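 note: 0% = DMSO wells while the 100% control is not disclosed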
# Tn6 DDE FP: inhibitors of Tn6 peptide binding to fibrin DD(E), primary screen, biochemical, fluorescence polarization, human fibrin, Tn6 probe | Fibrinogen beta chain (Homo sapiens), P02675 | Fibrin DD(E) TRITC-Tn6 fluorescence polarization displacement | inhibition, % at 8.3 µM | 370,000 compounds, 0.21% hits | AID 720509, 2013;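 active = inhibition above a per-campaign cutoff: mean of compounds within control limits plus 3 SD, cut at about 15% in these data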;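 note: 0% = median of all compound wells on the plate and 100% = blocking peptide control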
# PLC-beta3 inh: human PLC-beta3 inhibitors, primary screen, biochemical, fluorescence. 1-phosphatidylinositol 4,5-bisphosphate phosphodiesterase beta-3 (Homo sapiens), Q01970. Purified PLC-beta3, fluorogenic substrate. inhibition, % at 12.2 µM. 370,000 compounds, 0.18% hits. AID 720704, 2013; in the data active = inhibition above about 11%;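 note: 0% = median of compound wells on plate and 100% = full blocker control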
# ARFGAP1 inh: inhibitors of rat ARFGAP1 GAP activity, primary screen, biochemical, fluorescence polarization, GDP tracer; 360,000 compounds, 0.26% hits; inhibition, % at 16.5 µM; AID 651572, 2012; Arfgap1-stimulated ARF1 GTP hydrolysis, GDP FP detection;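 active = inhibition above a per-plate limit, mean inhibition of low control wells plus 3 SD, cut at about 25% in these data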;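 note: 0% = DMSO wells with enzyme and 100% = wells lacking Arfgap1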
#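 System: truncated rat Arfgap1 GAP domain / Benchmarks: high control wells lacking Arfgap1, low control full reaction with DMSO / Times: compound-enzyme preincubation 20 min, reaction 120 min, detection 60 min, 25 °C / Repeats: one replicate per compound / Also added: human ARF1(Δ1-17)-GTP substrate / Measured by: Tracer-displacement fluorescence polarization with EDTA stop, 620/688 nm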
# PLC-gamma1 inh: PLC-gamma1 enzyme inhibitors, primary screen, biochemical, fluorescence, purified enzyme; 1-phosphatidylinositol 4,5-bisphosphate phosphodiesterase gamma-1 (Homo sapiens), P19174; fluorogenic substrate; inhibition, % at 12.2 µM; 370,000 compounds, 0.84% hits; AID 720700, 2013; in the data active = inhibition above about 9.5%
# Target sequence (P19174 whole entry, looked up): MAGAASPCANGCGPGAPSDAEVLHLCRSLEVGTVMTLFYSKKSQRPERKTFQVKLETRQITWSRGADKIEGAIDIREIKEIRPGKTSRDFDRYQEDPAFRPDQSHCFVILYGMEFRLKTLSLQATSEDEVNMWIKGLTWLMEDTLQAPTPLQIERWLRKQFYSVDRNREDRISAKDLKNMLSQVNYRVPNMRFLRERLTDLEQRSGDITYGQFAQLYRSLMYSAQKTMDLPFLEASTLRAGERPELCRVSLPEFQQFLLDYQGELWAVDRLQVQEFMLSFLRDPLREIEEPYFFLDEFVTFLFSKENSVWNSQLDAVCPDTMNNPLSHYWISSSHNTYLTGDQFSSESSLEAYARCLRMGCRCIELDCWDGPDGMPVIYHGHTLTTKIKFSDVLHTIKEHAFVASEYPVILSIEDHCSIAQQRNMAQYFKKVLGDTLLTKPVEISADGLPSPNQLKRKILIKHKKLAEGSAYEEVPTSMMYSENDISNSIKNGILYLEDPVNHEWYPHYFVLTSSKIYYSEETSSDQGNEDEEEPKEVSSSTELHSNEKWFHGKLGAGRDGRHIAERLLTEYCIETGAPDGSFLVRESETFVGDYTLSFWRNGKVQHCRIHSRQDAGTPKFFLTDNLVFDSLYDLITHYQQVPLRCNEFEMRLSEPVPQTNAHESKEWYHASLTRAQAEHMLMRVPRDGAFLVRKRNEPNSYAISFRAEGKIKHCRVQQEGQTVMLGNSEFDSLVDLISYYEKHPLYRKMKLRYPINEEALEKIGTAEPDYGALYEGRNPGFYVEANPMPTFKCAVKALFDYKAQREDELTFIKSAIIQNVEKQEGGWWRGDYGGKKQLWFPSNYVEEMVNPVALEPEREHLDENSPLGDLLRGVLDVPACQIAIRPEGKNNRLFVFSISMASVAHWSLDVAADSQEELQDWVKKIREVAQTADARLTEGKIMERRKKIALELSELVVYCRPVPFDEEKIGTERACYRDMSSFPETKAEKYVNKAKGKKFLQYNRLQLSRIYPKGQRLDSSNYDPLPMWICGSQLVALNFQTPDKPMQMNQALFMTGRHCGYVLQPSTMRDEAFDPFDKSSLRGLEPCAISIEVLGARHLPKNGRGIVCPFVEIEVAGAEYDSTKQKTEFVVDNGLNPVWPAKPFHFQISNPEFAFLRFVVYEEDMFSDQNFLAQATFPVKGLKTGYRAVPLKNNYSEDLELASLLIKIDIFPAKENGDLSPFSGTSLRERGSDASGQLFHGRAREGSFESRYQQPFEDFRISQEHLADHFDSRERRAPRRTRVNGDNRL
# Tn7 DDE FP: inhibitors of Tn7 peptide binding to fibrin DD(E), primary screen, biochemical, fluorescence polarization, human fibrin, Tn7 probe. FP displacement of FITC-Tn7 peptide from fibrin DD(E); 0% = median of compound wells per plate. 370,000 compounds, 0.13% hits. inhibition, % at 8.3 µM. AID 720508, 2013. Fibrinogen beta chain (Homo sapiens), P02675;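 active = inhibition above the mean of compounds falling within the control limits plus 3 SD of them, cut at about 14% in these data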;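 note: 0% = plate median of compound wells and 100% = 10 µM Aha-Tn7 peptide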
#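 Also added: labelled Tn7 tracer, 0.1 µM; Assay system: human fibrin DD(E) protein; Amount: 2 µM fibrin DD(E); Schedule: 10 min compound pre-incubation, 3 h probe incubation at room temperature; Repeats: one replicate per compound; Read-out basis: percent inhibition; Measured by: fluorescence polarization of the labelled Tn7 tracer.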
# ASAP1 GAP inh: inhibitors of human ASAP1 ArfGAP activity, primary screen, biochemical, fluorescence polarization; ASAP1-stimulated ARF1 GTP hydrolysis, GDP FP detection; inhibition, % at 16.5 µM; 360,000 compounds, 0.19% hits; in the data active = inhibition above about 25%;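 note: 0% = vehicle with enzyme and substrate and 100% = no enzyme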
# TDP2 absorb: human TDP2 enzyme inhibitors, primary screen, biochemical, epi absorbance, recombinant enzyme | 370,000 compounds, 0.34% hits | AID 720702, 2013 | Tyrosyl-DNA phosphodiesterase 2 (Homo sapiens), O95551 | T5PNP hydrolysis, p-nitrophenol absorbance 415 nm | inhibition, % at 12.8 µM;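 active = inhibition above the mean of all tested compounds plus 3 SD, set per campaign, cut at about 25% in these data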;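 note: 0% = DMSO with enzyme and 100% = buffer with substrate but no TDP2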
#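 Test system: Human TDP2 enzyme | Reagent: 5 mM T5PNP | Compound dosing: 12.8 µM single point, 1% DMSO | Incubation: Enzyme reaction with compound for 2 h at 37 °C | Technique: p-Nitrophenol epi absorbance | Read-out: % inhibition relative to enzyme-containing and enzyme-free wells | Benchmarks: High control without enzyme, low control DMSO plus TDP2 | Replicates: Singlicate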
# SIAE primary: human SIAE inhibitors, primary screen, biochemical, fluorescence polarization, FP-Rh probe, 1536-well HTS. 370,000 compounds, 0.69% hits. inhibition, % at 9.66 µM. SIAE FP-Rh probe binding;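 active = inhibition above a cutoff: mean of compounds within the control limits plus 3 SD of those, cut at about 17% in these data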;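 note: 0% = plate median of compound wells and 100% = probe without SIAE protein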
# ADAM17 inh: ADAM17 inhibitors, primary screen, biochemical, QFRET. recombinant ADAM17, EDANS/DABCYL FRET peptide cleavage. inhibition, % at 6.95 µM. 370,000 compounds, 0.83% hits. AID 720648, 2013;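 active = inhibition above the mean of compounds lying between control limits plus 3 SD, set per campaign, cut at about 8.5% in these data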;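 note: 0% = DMSO-only wells as the low control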
# The depositor's hits bear a star; / = no result given.
SMILES,ADAM10 inh,Tn6 DDE FP,PLC-beta3 inh,ARFGAP1 inh,PLC-gamma1 inh,Tn7 DDE FP,ASAP1 GAP inh,TDP2 absorb,SIAE primary,ADAM17 inh
O=C(c1ccc2c(c1)OCCO2)N1CCN(c2ncc(C(F)(F)F)cc2Cl)CC1,2,1,-2,-7,0,0,-1,-10,-4,-1
CCc1nc2ccc(C(=O)Nc3cccc(OC)c3)cn2c1N(C)CCCc1ccccc1,15,-6,-16,15,-8,-6,0,0,-1,7
COc1ccc(C2CC(c3ccccc3)=NN2C(=O)COC(=O)c2cc(S(=O)(=O)N3CCOCC3)ccc2Cl)cc1 (stereo not drawn),7,-11,1,9,1,-6,2,8,2,5
O=C(NN1C(=O)C2C(c3ccccc3)C=CC(c3ccccc3)C2C1=O)c1cccc(Br)c1 (stereo not drawn),21*,-6,-12,2,-9,0,8,-2,-81,8
Cc1ccccc1NC(=O)CC1SCCNC1=O (stereo not drawn),10,-3,6,2,2,-3,4,6,-3,0
CCOC(=O)N1CCC(NC(=O)c2cc(S(=O)(=O)N3CCCC3)cn2C)CC1,4,10,1,-2,0,-2,5,11,6,-1
Cc1cc(C(F)(F)F)c2c(n1)sc1c(O)cc(=O)[nH]c12,2,-1,-6,-6,-4,-5,9,-8,-9,0
COc1ccc(OCc2nnnn2-c2ccccc2)cc1,-4,2,0,4,4,-2,9,-5,-6,-3
Cn1c(SCC(=O)NC2CCCCC2)nnc1-c1cccc(N)c1,2,-16,-2,-2,1,2,1,5,10,-5
Cc1cc(C)cc(Cn2cc(CN3CC(N4CCN(C)CC4)CS3(=O)=O)nn2)c1 (stereo not drawn),-19,5,-1,2,0,-4,-5,0,4,-3
CCOC(=O)c1ccc(NC(=O)COC(=O)Cc2csc(-c3ccccc3)n2)cc1,10,3,-2,3,-1,8,8,-2,-11,7
COc1ccc(NC(=O)CN2CCN(CC(=O)Nc3ccccc3OC)CC2)c(OC)c1,2,-3,-2,1,4,-5,1,-6,-3,2
COc1ccc(-c2cc(C(F)(F)F)nc(SCC(=O)N3CCOCC3)n2)cc1OC,-10,-5,-193,-3,-112,1,-1,-6,-4,-5
CN(C)c1ccc(C(=O)C(=O)N2CCN(c3ccccc3)CC2)cc1,5,2,0,-1,-3,-5,13,-9,0,3
CCN(CC)S(=O)(=O)c1cccc(-c2nnc(SCc3ncc(-c4ccccc4)o3)n2C)c1,7,5,0,6,0,15*,-10,1,-5,-2
C=CC[C@H](CC(=O)N(CCO)Cc1ccccc1)C(=O)NC[C@H](OC(=O)[C@@H](CC=C)CC(=O)OC(C)(C)C)c1ccccc1,12,5,-1,-2,8,1,6,-5,2,3
COc1ccc(-c2csc(-c3ccccc3)n2)c(OC)c1,-9,-6,-6,10,-5,-3,5,-15,-1,-3
COc1ccccc1C(=O)OCC(=O)Nc1ccc(Cl)cn1,-5,6,-3,8,2,3,1,3,6,3
Cc1nn(CC(=O)NCCN2CCCCC2C)c(=O)c2cc(-c3ccccc3)nn12 (stereo not drawn),-8,-7,-12,-5,-4,3,7,9,1,-3
COc1ccc(S(=O)(=O)NCc2csc(C)n2)cc1OC,0,6,-5,-2,3,-4,-3,9,-1,-2
O=c1[nH]c2ccc(NC(=S)Nc3ccc(F)cc3)cc2[nH]1,2,1,-6,-9,-2,-7,-3,-10,0,-3
CCCCNS(=O)(=O)CCNCc1ccc(OC)cc1,-2,0,0,-9,2,-1,2,12,6,-2
CCS(=O)(=O)c1cc([N+](=O)[O-])c(Sc2ccccc2NC(C)=O)s1,-4,-1,-5,-1,-1,3,4,9,0,-2
CCOC(=O)c1c(NC(=O)CN(CC)CC)sc2c1CCC2,5,1,-4,-1,4,-3,5,-10,1,1
COCCNc1nc(-c2cc(F)ccc2C)c2sc(-c3ccccc3)cc2n1,-25,6,-7,-8,-3,0,9,3,-3,-6
CCOC(=O)c1csc(NC(=O)CSc2nnnn2-c2cccc(OC)c2)n1,2,-5,2,9,1,6,-4,-7,-7,-4
O=C(COC(=O)c1cccc([N+](=O)[O-])c1)NNC(=O)c1cccs1,-7,0,-3,7,0,0,1,-5,-1,-1
Cc1ccc(Cc2nc(-c3cccc(C)c3)no2)cc1,1,3,2,3,0,4,-3,1,-6,-2
CC(=O)Nc1ccc(NC(=O)CSc2nc(N)c(NC(=O)c3ccccc3F)c(=O)[nH]2)cc1,-4,8,-7,0,-3,8,5,6,4,-2
CCOC(=O)C1=C(COC(=O)/C=C/c2ccc(OCC)c(OC)c2)NC(=O)NC1C (stereo not drawn),-125,4,-115,2,-116,5,-8,-2,2,-42
O=C(c1ccc(CS(=O)Cc2ccccc2Cl)o1)N1CCN(c2cccc(Cl)c2)CC1 (stereo not drawn),12,0,-9,-17,6,-5,6,-22,-6,15*
CCCCCNCc1cccc(Br)c1,6,-1,6,11,3,-2,-1,-16,-2,2
COc1cc(CC(=O)N(c2ccccc2)c2nc(C)cs2)cc(OC)c1OC,-7,-3,-19,11,-5,2,0,-14,-6,-7
Cc1cccnc1NC(=O)c1c(O)c2cccc3c2n(c1=O)CCC3,-21,-6,-4,-9,0,-2,-9,4,-1,-3
CCCCn1c(N)c(N(CC)C(=O)c2cccc(S(=O)(=O)N3CCN(C)CC3)c2)c(=O)[nH]c1=O,-11,-6,4,0,5,-2,-1,-2,-8,-3
O=C(O)c1ccc(Nc2cc(Cl)c3nonc3c2[N+](=O)[O-])cc1,-3,-1,-2,-1,5,3,11,-9,-4,2
CC(=O)Nc1sc(NC(=O)c2ccc(Cl)cc2)nc1-c1cccs1,6,0,1,4,-1,5,4,6,4,-4
CCC1(C)Cc2nc3sc(C(=O)O)c(N)c3cc2CO1 (stereo not drawn),-16,-3,-67,5,-60,1,8,-4,-6,-8
CC1CCCC(NC(=O)c2cc(S(=O)(=O)N3CCCCC3)c[nH]2)C1C (stereo not drawn),-9,-3,1,3,-1,6,-4,-1,-5,-1
CSc1ccc(CN2C(=O)NC3(CCCCCC3)C2=O)cc1,9,1,5,9,3,-1,18,-21,-3,2
CN(C)c1nnnn1-c1ccc(Oc2ncc(C(F)(F)F)cc2Cl)cc1,-5,4,-1,-4,1,1,8,-11,-1,0
O=C(Nc1cccc(Cl)c1)Nc1ccc(Cl)cn1,-1,-2,1,8,0,5,3,-1,0,-5
COc1ccc(-c2nn3c(COc4ccccc4)nnc3s2)cc1OC,-15,-2,-8,11,-8,-3,-2,3,-3,-2
CCCCCCCCNC(=O)C1CSCCS(=O)(=O)N1Cc1ccc(OC)cc1 (stereo not drawn),5,-9,4,/,-2,3,/,2,-1,6
COc1ccc(/C=C/C(=O)c2c(O)c(OC)c3occc3c2OC)cc1,7,4,2,1,-2,2,9,-2,2,4

# Full records, quoted from the list:
# CCOC(=O)c1ccc(NC(=O)COC(=O)Cc2csc(-c3ccccc3)n2)cc1 across the screens: ADAM10 inh = 10; Tn6 DDE FP = 3; PLC-beta3 inh = -2; ARFGAP1 inh = 3; PLC-gamma1 inh = -1; Tn7 DDE FP = 8; ASAP1 GAP inh = 8; TDP2 absorb = -2; SIAE primary = -11; ADAM17 inh = 7
# O=C(c1ccc2c(c1)OCCO2)N1CCN(c2ncc(C(F)(F)F)cc2Cl)CC1 across the screens: ADAM10 inh = 2; Tn6 DDE FP = 1; PLC-beta3 inh = -2; ARFGAP1 inh = -7; PLC-gamma1 inh = 0; Tn7 DDE FP = 0; ASAP1 GAP inh = -1; TDP2 absorb = -10; SIAE primary = -4; ADAM17 inh = -1

# Following part
SMILES,ADAM10 inh,Tn6 DDE FP,PLC-beta3 inh,ARFGAP1 inh,PLC-gamma1 inh,Tn7 DDE FP,ASAP1 GAP inh,TDP2 absorb,SIAE primary,ADAM17 inh
CC(=O)c1c(C)[nH]c(C(=O)NCc2ccc(F)cc2)c1C,-4,-8,-1,3,-2,4,0,6,0,-3
Cc1ccc(C(=O)NCCCn2ccnc2)cc1[N+](=O)[O-],5,-2,0,-8,1,5,5,7,-1,-2
CCCCn1nnnc1C1(C)CCC(=O)N1CCc1ccc(O)cc1 (stereo not drawn),2,-1,0,-1,3,4,5,5,7,-3
CCCCn1c(=O)[nH]c(=O)c2c1nc(-c1cc(Br)ccc1OC)n2C,-2,-2,-6,-4,1,-5,4,2,-13,-2
Cc1ccc(OCC(=O)N2N=C(C(F)(F)F)CC2(O)C(C)(C)C)cc1C (stereo not drawn),-5,0,6,-8,1,3,2,-18,-3,3
COC(=O)C1=C(C)N=c2s/c(=C/c3cccs3)c(=O)n2C1c1ccc(F)cc1 (stereo not drawn),8,-6,1,-1,0,-2,-15,11,-9,1
CCOc1ccccc1NC(=O)CCNC(=O)c1ccco1,2,13,-5,2,-2,10,-16,-1,8,1
COc1ccc(-c2nc(-c3cccnc3)no2)cc1OC,3,8,2,-2,0,2,-2,7,-3,-5
CC(=O)CC1c2ccccc2C=C(c2ccsc2)N1c1ccc(-c2cccs2)cc1 (stereo not drawn),-35,-3,-90,-12,-58,2,-8,-5,-2,-3
Nc1nc(SCc2ccc(Cl)cc2)ns1,5,5,1,-9,3,9,14,1,-2,2
COc1ccc(CNc2nc3ccccc3n2C)c(O)c1,14,-3,4,-5,3,-7,-4,8,2,-2
CCOC(=O)C1CCCCN1Cc1ccc(OC)c(OC)c1 (stereo not drawn),6,-6,0,2,2,0,9,16,2,-2
CCC1Oc2ccccc2N(CC(=O)NCCN2CCCC2)C1=O (stereo not drawn),3,-1,-4,-12,3,4,-9,6,0,0
O=C(Nc1ccc(-c2ccccc2)cc1)c1ccc2c(c1)S(=O)(=O)c1ccccc1C2=O,-2,2,1,9,-1,7,1,-5,0,-1
Cn1c(-c2cccc(Br)c2)cnc1NCc1ccccc1O,-6,-2,-5,11,-3,7,19,18,15,-1
COc1ccc(CC2(CO)CCN(Cc3cccc4nccnc34)CC2)cc1,-4,-7,-2,4,0,6,4,0,1,-1

# Compound activity as filed in PubChem BioAssay.
